# USP1-UAF1 inh: USP1/UAF1 (human) deubiquitinase inhibition | O94782 | recombinant USP1/UAF1, Ub-Rhodamine cleavage fluorescence | Potency, µM (top dose mostly 57.1 µM), without a hit: at the top dose activity change, negative = inhibition, most hits filed as inhibitors | 0.23% of 390,000 active; also: potency is read from the fitted curve at half-maximal effect; % is scaled to controls: 0 for no effect and ±100 for the full control effect; nearly all actives have a fitted effect of over 60% in size; inactives centre near -12
#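 High-throughput fluorogenic screen: 1nM USP1/UAF1 complex, Ub-Rho substrate 150nM final, 50mM HEPES pH 7.8 with 0.5mM EDTA, 0.1 mg/ml BSA, 1mM TCEP and 0.01% Tween-20.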
# PI4K2A block: inhibitors of human PI4K2A. activity change, negative = inhibition, % at 76.9 µM. purified PI4K2A, ADP-Glo luminescence, 1 h; hits give low values. Q9BTU6. 0.13% of 420,000 active; in the data active = activity change below about -50%; inconclusive = mostly about -30% to -49%;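 also: -100% = wells without enzyme as full effect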
# Target sequence (Q9BTU6 whole entry, looked up): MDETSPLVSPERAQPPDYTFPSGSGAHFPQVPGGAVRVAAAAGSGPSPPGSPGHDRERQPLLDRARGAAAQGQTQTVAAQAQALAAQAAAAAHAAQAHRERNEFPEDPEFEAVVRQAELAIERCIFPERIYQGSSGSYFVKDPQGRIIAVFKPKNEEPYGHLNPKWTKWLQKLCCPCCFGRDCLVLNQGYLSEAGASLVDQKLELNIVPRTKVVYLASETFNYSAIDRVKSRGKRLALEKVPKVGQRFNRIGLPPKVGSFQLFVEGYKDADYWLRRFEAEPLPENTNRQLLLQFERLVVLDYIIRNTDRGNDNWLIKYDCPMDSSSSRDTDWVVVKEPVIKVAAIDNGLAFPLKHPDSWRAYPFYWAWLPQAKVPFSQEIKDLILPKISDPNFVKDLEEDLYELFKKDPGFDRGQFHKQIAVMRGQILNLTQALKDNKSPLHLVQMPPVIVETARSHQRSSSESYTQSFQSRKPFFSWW
#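 In this quantitative HTS, ADP production by PI4K2A was quantified luminescently after 1 h at ambient temperature; 100 microM adenosine served as plate-quality control.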
# TrxR1 substrate: substrates of rat thioredoxin reductase 1; Potency, µM (doses to about 114 µM), inactives show top-dose activity change, negative = substrate turnover; O89049; 0.01% of 390,000 active; purified TrxR1 substrate turnover, NADPH consumption readout; AID 588456; also: potency is read from the fitted curve at half-maximal effect; % is scaled to controls: 0 for no effect and ±100 for the full control effect; nearly all actives have a fitted effect of over 50% in size
#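 Rat TrxR1, dispensed at 90 nM, was prereduced with 400 uM NADPH (final) for 5 min at ~22 deg C, then incubated with compound 15 min before 400 uM selenite. A first-read NADPH fluorescence drop versus no-compound background flagged substrates.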
# D2 antagonist: D2 dopamine receptor (human) antagonism; P14416; 2% of 340,000 active; HEK293 TREx D2 cells, calcium flux, dopamine EC80; inhibition, % at 10 µM; in the data active = inhibition above about 30%; also: 0% is about no effect
#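 Read-out: kinetic calcium fluorescence (1 cycle/s) in inducible HEK293 T-REx D2 cells after an EC80 dopamine addition that followed 180 s compound preincubation. Loss of the dopamine response indicates antagonism.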
# IDH1 R132H inh: human IDH1 R132H inhibition. O75874. IDH1-R132H enzyme, NADPH consumption, diaphorase/resazurin fluorescence. Potency, µM (titrated, usually from 76.6 µM), inactives show at the top dose activity change, negative = inhibition, usual class: inhibitors. 0.093% of 390,000 active. AID 602179; also: potency is read from the fitted curve at half-maximal effect; % is scaled to controls: 0 for no effect and ±100 for the full control effect; nearly all actives have a fitted effect of over 65% in size
# Target sequence (O75874 whole entry R132H, stated change not applied): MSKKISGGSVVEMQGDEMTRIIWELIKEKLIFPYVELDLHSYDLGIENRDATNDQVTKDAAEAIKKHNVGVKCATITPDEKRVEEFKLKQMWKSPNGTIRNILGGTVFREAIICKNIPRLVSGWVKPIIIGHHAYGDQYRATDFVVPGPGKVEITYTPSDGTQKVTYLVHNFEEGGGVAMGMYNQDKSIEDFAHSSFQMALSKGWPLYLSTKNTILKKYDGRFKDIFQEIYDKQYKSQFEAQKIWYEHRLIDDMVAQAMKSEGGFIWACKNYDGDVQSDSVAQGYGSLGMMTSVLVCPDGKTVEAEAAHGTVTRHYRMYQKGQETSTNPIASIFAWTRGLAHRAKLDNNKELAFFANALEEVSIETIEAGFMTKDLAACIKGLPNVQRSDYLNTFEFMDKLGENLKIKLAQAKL
#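 IDH1-R132H (0.5 ug/mL dispensed) in pH 7.5 Tris buffer was preincubated 30 min with compound, then given a substrate mix of 0.016 mM NADPH and 2 mM alpha-KG for 80 min at room temperature; remaining NADPH was read by diaphorase/resazurin fluorescence.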
# TRHR ag: activates the human TRH receptor; TRHR cells, calcium flux fluo-8, FDSS agonist mode; P34981; activation, % at 2 µM; AID 493084; 0.18% of 360,000 active; in the data active = activation above about 30%; also: 0% is about no effect
#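 Steps: seed TRHR cells overnight; add fluo-8 no-wash Ca dye, RT 30 min–1.5 h; record 10 s baseline; pin-transfer compounds; monitor fluorescence 1 cycle/s for the agonist window. Calcium increases flag candidate agonists.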
# TRHR enhancer: allosteric enhancers of human TRH receptor; P34981; TRHR cells, fluo-8 calcium fluorescence, EC20 TRH enhancement; enhancement, % at 2 µM; 0.66% of 360,000 active; AID 493056; in the data active = enhancement above about 30%; also: 0% is about no effect
#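 TRHR-expressing cells loaded with fluo-8 calcium dye were read kinetically (ex 480/em 530) during compound addition, then stimulated with an EC20 of TRH (10 nM final). Enhancement of the Gq-mediated intracellular calcium response was scored.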
# TrxR1 inh: rat TrxR1 inhibition; 1% of 390,000 active; recombinant rTrxR1, NADPH fluorescence consumption, selenite substrate; AID 588453; O89049; Potency, µM (top dose mostly 114 µM), without a hit: top-dose activity change, negative = inhibition, hits mostly inhibitors; also: potency is read from the fitted curve at half-maximal effect; % is scaled to controls: 0 for no effect and ±100 for the full control effect; nearly all actives have a fitted effect of over 65% in size
#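 Rat TrxR1 (90 nM in the dispensed reagent) was pre-reduced with 400 uM NADPH for 5 min at room temperature, then incubated with compound for 15 min. After 400 uM selenite was added, NADPH fluorescence (Ex 340/Em 450 nm) was followed for 8 min.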
# D2 agonist: activates the human D2 dopamine receptor; P14416; HEK293 T-REx D2 cells, calcium flux agonist mode; activation, % at 2 µM; 0.53% of 340,000 active;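 active = activation over 3 SD above normal in the single-dose calcium agonist read, cut at about 30% in these data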; also: 0% is about no effect
#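 Tetracycline-induced HEK293 T-REx cells with force-coupled D2 receptor, plated overnight at 30 C, loaded with no-wash calcium dye. After a 10 s baseline, compound was pin-added and calcium flux read kinetically for 180 s; calcium rises flagged agonists.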
# Active calls of the source: *; u = inconclusive; x = not tested or not shown; & = joins results of further samples; [ ] = dose if it differs, or a comment. Unless noted, calls follow the shape of the dose curve; as a rule, active = well fitted inhibition curve with a large enough effect; inconclusive = small, poorly fitted or top-dose-only effect; inactive = no such curve, though single readings can be large or run the other way.
# The line under a structure holds: D2 antagonist	USP1-UAF1 inh	TrxR1 substrate	PI4K2A block	TRHR enhancer	D2 agonist	TrxR1 inh	TRHR ag	IDH1 R132H inh
COc1cccc(CN2C(=O)CN(C3CCCCC3)C(=O)C2c2ccc(OC(C)C)c(OC)c2)c1 (stereo unspecified)
 : x	-8%	-3%[57.1 µM]	-16	4	0.5	-1%[57.1 µM]	0.0	19%
COc1ccc(CNC(=O)C2CC(c3cc(C(F)(F)F)cc(C(F)(F)F)c3)=NO2)cc1 (stereo unspecified)
 : x	-29%	1%	0	7	x	17%	1.2	-3%
O=c1cc2c(nn1Cc1cccc([N+](=O)[O-])c1)-c1ccccc1CC2
 : -23	-18%	3%	-3	0	-0.4	18%	0.1	0%
Cc1ccc(OCC(=O)N(Cc2ccco2)C2CCS(=O)(=O)C2)cc1 (stereo unspecified)
 : -30	-19%&-29%	7%&0%	8&-1	-1&5	0.8&-1.3	13%&-12%	0.2&-1.4	-4%&8%
COc1ccc2c(c1)c(CC(=O)Nc1nnc(C3CC3)s1)c(C)n2C(=O)c1ccc(Cl)cc1
 : 14	-11%	17%[0.0914 µM]	-3	-2	-0.7	0%	0.0	0%
Cc1cccc(C(=O)NCC(=O)N2CCN(S(=O)(=O)/C=C/c3ccccc3)CC2)c1
 : 26	3%	0%	0	-1	0.7	12%	-0.7	4%
CC1(C)CC(=O)C2=C(C1)NC(Nc1nc3ccccc3o1)=NC2c1ccccn1 (stereo unspecified)
 : x	-19%	-2%[57.1 µM]	1	3	x	12%[57.1 µM]	-0.2	-4%
O=C1CSC(c2cccnc2)N1Cc1cccnc1 (stereo unspecified)
 : -17	-8%	7%	-1	1	0.3	28%	0.5	1%
Cc1ccc2[nH]c3c(=O)n(CC(=O)N4CCCCC4)ncc3c2c1
 : x	u	9%	-2	22	0.4	19%	0.5	-9%
COc1ccc(CCNC(=O)C(=O)NCC2OCCN2S(=O)(=O)c2ccccc2)cc1OC (stereo unspecified)
 : -3	-6%	-2%[57.1 µM]	-2	4	0.3	6%[57.1 µM]	0.1	-7%
O=C(Nc1ccc(OC(F)(F)F)cc1)c1ccc2c(c1)no[n+]2[O-]
 : x	-10%	3%[57.1 µM]	-7	x	x	4%[57.1 µM]	x	16%
C=CCOC(=O)C1=C(C)NC(C)=C(C(=O)OCC=C)C1c1cccs1
 : -9	-5%	-12%	2	-6	-0.6	-5%	0.4	3%
CC(=O)N1CCC(C(=O)Nc2ccccc2)(N(Cc2ccccc2)C(=O)c2cccnc2)CC1
 : -5	-15%	-6%	-8	0	0.2	-11%	-0.5	-4%
COC1=C(OC)C(=O)C(CCCCCCCCCCO)=C(C)C1=O
 : 15	x	x	2	-5	0.4	x	1.0	x
CCOC(=O)C1CCN(c2nc(C)nc3c2oc2ccccc23)CC1
 : 7	2%	-1%	-14	-9	-1.8	12%	-0.8	3%
O=C1CC(c2cc(Br)ccc2F)c2cc3c(cc2N1)CCC3 (stereo unspecified)
 : x	-11%	4%	3	7	x	20%	0.0	2%
Cn1c(N)c(C(=O)CSc2nnc(N)s2)c(=O)n(C)c1=O
 : x	0%	-11%	1	x	x	-1%[57.1 µM]	x	3%
NC(=O)C1CCN(C(c2ccccc2F)c2nnnn2Cc2ccco2)CC1 (stereo unspecified)
 : x	-5%	-6%[57.1 µM]	4	4	x	u	1.1	-5%
Cc1nn(C)cc1-c1n[nH]c(=S)n1-c1ccc(Cl)cc1
 : -2	-19%	-2%	-2	1	-3.6	-23%	0.0	-2%
COC(=O)c1ccc(-n2c(C)cc(C(=O)CSc3ccc(NC(C)=O)cc3)c2C)cc1
 : -20	-2%	-12%	0	-3	0.6	25%	0.9	5%
CCOC(=O)N1CCN(S(=O)(=O)c2cn(C)c(=O)n(C)c2=O)CC1
 : -2	-18%	0%	-1	2	-0.7	0%	0.2	6%
Cc1cc(NC(=O)Nc2cccc(Cl)c2)n(C(C)(C)C)n1
 : 6	-14%	5%	-4	-6	1.7	43%[activator]	1.3	6%
CCC(NC(=O)c1ccccc1O)c1ccccc1 (stereo unspecified)
 : -12	-6%	48%[activator]	-8	-13	-0.1	14%	-0.3	2%
COc1ccc(CCNC(=O)CNS(=O)(=O)c2cccs2)cc1OC
 : 0	6%	5%[57.1 µM]	1	-3	2.1	16%	0.2	10%
O=C(OCc1ccccc1)c1cccnc1Cl
 : -6	-17%	-3%[57.1 µM]	0	1	-0.5	25%[57.1 µM]	-1.0	-5%
CC1CCN(C(=O)CSc2nnc(Cc3cccn3C)n2CCc2ccccc2)CC1
 : -2	-19%	-2%	-7	0	0.0	-12%	0.2	-3%
S=c1[nH]nc(CCc2ccccc2)n1-c1ccccc1
 : -14	-12%	4%	2	-3	0.3	-7%	0.8	2%
Cc1cc(F)ccc1NCc1ccncc1
 : 16	-15%	9%	0	-8	0.0	-1%	0.0	0%
CCOc1ccc2nc(NC3=NC(C)(C)C=C(C)N3)nc(C)c2c1
 : -2	-15%	8%	4	32*	0.3	3%	0.1	12%
Cc1cccc(Cn2c(C)c(CNC3CCCCC3)c(C(=O)O)c2C)c1
 : x	-6%	-1%	-1	7	-0.2	5%	-0.1	-5%
O=C(NCc1cccs1)c1ccccc1F
 : 20	-18%	-2%	-8	-3	0.7	0%	-0.1	4%
COCc1cc(C)n(CC(=O)Nc2ccc(Cl)cc2Cl)c(=O)c1C#N
 : -19	-7%	56%[activator]	-1	-2	-1.1	u	-0.2	11%
C/C(=C\C(=O)c1cccnc1)Nc1ccc(C)c(C)c1
 : 9	-2%	1%	2	-4	-1.9	10%	0.1	4%
CC(=O)Nc1ccc(S(=O)(=O)NCC(=O)NNC(=O)COc2c(C)cccc2C)cc1
 : x	-24%	7%	3	x	x	16%	x	5%
COc1cc(C(=O)NNC(=O)CCOc2ccccc2C)cc(OC)c1OC
 : x	-4%	7%[57.1 µM]	-5	x	x	15%[57.1 µM]	x	10%
O=C1NC(=O)C(c2ccccc2)N1 (stereo unspecified)
 : x	-5%	10%	0	x	x	0%[57.1 µM]	x	-2%
COc1ccc(C2=NN(S(C)(=O)=O)C(c3cccs3)C2)cc1OC (stereo unspecified)
 : -6	u	1%[57.1 µM]	2	7	-0.4	1%[57.1 µM]	-0.3	3%
CC12CN3CC(C)(CN(C1)C3c1ccc3c(c1)OCO3)C2=O (stereo unspecified)
 : -4	-9%	-4%	0	-4	0.5	-3%	1.0	3%
CNC(=O)C(=O)Nc1cc2c3c(c1)CCN3C(=O)CC2
 : 0	-20%	18%	-8	10	-0.4	56%[activator]	-0.3	4%
CCc1ccc(N2C(=O)CC(N3CCN(c4ccccn4)CC3)C2=O)cc1 (stereo unspecified)
 : -1	-3%	5%[57.1 µM]	-2	-4	0.2	-3%[57.1 µM]	-0.4	-9%
COCCNC(=O)c1cc(-c2ccc(OC)c(OC)c2)on1
 : 11	0%	6%	0	3	-0.3	19%	0.7	0%
CCCCN(CC)CCCNC(=O)CN1C(=O)CSc2ccc(S(=O)(=O)N3CCOCC3)cc21
 : -22	-12%&-7%	0%	-1&-4	4&-3	23&9.4	-3%	-0.9&-0.5	-5%&15%
CCCCCCCCCCCC(=O)NC(Cc1ccc(OC)c([N+](=O)[O-])c1)C(=O)O (stereo unspecified)
 : -6	-19%	6%	-1	-2	0.8	13%	0.9	-3%
Cn1cc(S(=O)(=O)Nc2ccc(Br)cc2F)c(=O)n(C)c1=O
 : -1	-16%	9%[57.1 µM]	-1	-3	0.5	10%[57.1 µM]	0.4	-2%
C=CCS(=O)(=O)N1CCCC(C(=O)c2cccc(Cl)c2)C1 (stereo unspecified)
 : 15	-2%	0%[57.1 µM]	2	3	-0.1	8%[57.1 µM]	-1.2	3%
COc1ccc(/C=N/NC(=O)c2[nH]c3ccc(Br)cc3c2-c2ccccc2)c(C(=O)O)c1OC
 : 2	-21%	-10%	1	1	0.3	-11%	0.6	1%
CC(c1ccccc1)N1C(=O)CC(Sc2ncccc2C(=O)O)C1=O (stereo unspecified)
 : -6	-5%	7%	-1	-1	0.3	u	-0.4	5%
C=C(C)c1cccc(C(C)(C)NC(=O)NCCN(CC)CC)c1
 : 8	-10%	-10%	-2	11	0.1	-8%	-1.5	-12%
Nc1cc(=O)[nH]c(SCc2cccc3ccccc23)n1
 : -12	-24%	1%	4	0	0.5	21%	0.4	0%
CNC(=S)N(Cc1ccc(OC)cc1)C1CC(=O)N(c2ccc(OC)cc2)C1=O (stereo unspecified)
 : 11	6%	-1%[57.1 µM]	-4	-9	0.3	-9%[57.1 µM]	0.2	-3%
CCOC(=O)Cc1csc(NC(=O)CCCCCN2C(=O)c3cccc4cccc(c34)C2=O)n1
 : x	-13%	6%	-2	x	x	4%	x	0%
Cc1ccc(OCC(=O)N2CCN(C(=O)CCC3CCCC3)CC2)cc1
 : 2	-18%	-6%[57.1 µM]	-4	-5	0.0	9%[57.1 µM]	-0.4	3%
CN(CC(=O)NNC(=O)CNC(=O)c1ccccc1F)S(=O)(=O)c1ccc(Cl)cc1
 : -14	-2%	-4%	-16	-2	3.9	-6%	0.4	27%

# 5 compounds picked at random from those above, as already listed:
# The line under a structure holds: D2 antagonist	USP1-UAF1 inh	TrxR1 substrate	PI4K2A block	TRHR enhancer	D2 agonist	TrxR1 inh	TRHR ag	IDH1 R132H inh
C=CCS(=O)(=O)N1CCCC(C(=O)c2cccc(Cl)c2)C1 (stereo unspecified)
 : 15	-2%	0%[57.1 µM]	2	3	-0.1	8%[57.1 µM]	-1.2	3%
C=C(C)c1cccc(C(C)(C)NC(=O)NCCN(CC)CC)c1
 : 8	-10%	-10%	-2	11	0.1	-8%	-1.5	-12%
Nc1cc(=O)[nH]c(SCc2cccc3ccccc23)n1
 : -12	-24%	1%	4	0	0.5	21%	0.4	0%
CC(c1ccccc1)N1C(=O)CC(Sc2ncccc2C(=O)O)C1=O (stereo unspecified)
 : -6	-5%	7%	-1	-1	0.3	u	-0.4	5%
CCCCCCCCCCCC(=O)NC(Cc1ccc(OC)c([N+](=O)[O-])c1)C(=O)O (stereo unspecified)
 : -6	-19%	6%	-1	-2	0.8	13%	0.9	-3%
